# Screening results deposited in PubChem BioAssay by several laboratories.
# Rin1-Abl PPI inh: inhibitors of human Rin1-Abl protein interaction | TR-FRET Rin1/Abl binding, biochemical | inhibition, % at 7.35 µM | hit rate 0.4% among 360,000 | AID 588664; in the data active = inhibition above about 5%, passing the limit was not always enough
# Neddylation inh: inhibitors of human cullin neddylation. TR-FRET cullin neddylation, biochemical. AID 651699. hit rate 0.58% among 360,000. P61081+Q13564. calls only at 25 µM; in the data active = inhibition above about 36%
# DNMT1 inh: inhibitors of human DNMT1; inhibition (reported as % activation of signal), % at 10 µM; P26358; DNMT1 molecular beacon, Hinp1I cleavage, fluorescence; hit rate 0.83% among 360,000; in the data active = inhibition above about 50%
# Rpn11 block: inhibitors of human proteasome Rpn11; calls only at 20 µM; human 26S proteasome, Ub4-pepOG fluorescence polarization; 20S core pre-blocked with epoxomicin; hit rate 0.59% among 360,000;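 active = inhibition at 20 µM, scaled to each plate's controls, above about 33%, limit read from the data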
# Target sequence (O00487 whole entry, looked up): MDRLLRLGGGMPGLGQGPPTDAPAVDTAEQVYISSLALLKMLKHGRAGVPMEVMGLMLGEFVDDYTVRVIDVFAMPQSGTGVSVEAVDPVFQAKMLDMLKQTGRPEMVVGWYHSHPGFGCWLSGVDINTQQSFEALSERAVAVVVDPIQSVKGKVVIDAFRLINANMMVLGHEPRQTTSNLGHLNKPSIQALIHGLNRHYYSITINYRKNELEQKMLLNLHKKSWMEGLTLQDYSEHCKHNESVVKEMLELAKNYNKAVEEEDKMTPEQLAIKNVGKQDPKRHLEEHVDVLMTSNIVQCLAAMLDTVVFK
# Scp1 inh: inhibitors of human Scp-1 phosphatase; Q9GZU7; Recombinant Scp1, phosphopeptide, malachite green phosphate absorbance; inhibition, % at 20 µM; hit rate 0.88% among 340,000; AID 493091;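 active = inhibition above about 50% at 20 µM, limit read from the data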;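 note: plate controls were DMSO wells with enzyme for no effect and wells lacking enzyme for full effect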
# Target sequence (Q9GZU7 76-261 limits assumed): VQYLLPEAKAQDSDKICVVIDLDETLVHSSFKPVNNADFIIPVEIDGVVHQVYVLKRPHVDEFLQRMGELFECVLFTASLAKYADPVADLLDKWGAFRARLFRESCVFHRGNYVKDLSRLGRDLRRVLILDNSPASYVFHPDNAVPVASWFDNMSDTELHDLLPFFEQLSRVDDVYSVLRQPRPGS
#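 assay system = SCP-1 phosphatase catalytic domain, residues 76-261 | buffer or medium = 50 mM Tris acetate pH 5.5, 0.005% Tween-20, 10 mM MgCl2 | incubation = enzyme reaction 45 min at room temperature, colour 5 min, stabilisation 30 min | signal = Phosphate-binding colour reagent, absorbance read at 630 nm | measure = % inhibition at 20 µM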
# NadD inh: blocks S. aureus nicotinate mononucleotide adenylyltransferase. hit rate 0.78% among 360,000. purified NadD enzyme, colorimetric absorbance read-out. inhibition, % at 20 µM; in the data active = inhibition above about 26%; note: some compounds past the cut are filed as inactive
# LMPTP block: blocks human LMPTP phosphatase | P24666 | recombinant LMPTP-A, OMFP fluorogenic substrate, fluorescence intensity | inhibition, % at 20 µM | hit rate 0.22% among 360,000 | AID 651560;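 active = compounds that cut the enzyme signal by at least half of the control window in the single-dose screen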;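 note: plate controls were DMSO wells with enzyme plus substrate for no effect and substrate without enzyme for full effect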
#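 Material: LMPTP-A; amount: 0.625 nM enzyme; doses: single 20 µM dose; times: reaction 50 min, room temperature, dark; technique: fluorescence intensity of OMFP turnover product; benchmarks: no-enzyme and uninhibited controls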
# SUMO1 PPI mod: modulators of human SUMO1-mediated protein-protein interactions. hit rate 0.33% among 360,000. inhibition, % at 20 µM. SUMO1 binding to a labelled peptide, TR-FRET, 1 h. P63165; in the data active = inhibition above about 37%
# Target sequence (P63165 whole entry, looked up): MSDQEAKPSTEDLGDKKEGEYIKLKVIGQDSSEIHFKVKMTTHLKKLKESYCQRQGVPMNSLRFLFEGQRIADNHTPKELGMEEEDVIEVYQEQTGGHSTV
# CSN inh: blocks human CSN-mediated cullin deneddylation. inhibition, % at 12.5 µM. Q92905. hit rate 0.38% among 360,000. Purified CSN, SCF-Nedd8-OG deneddylation, fluorescence polarization;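 active = pattern-corrected inhibition above about 35%, with an unprinted fluorescence ratio check between 0.5 and 1.5, limit read from the data, passing the limit was not always enough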;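 note: 0% = enzyme with substrate and 100% = substrate without enzyme; some results filed as inactive read as strong as hits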
# Target sequence (Q92905 whole entry, looked up, one chain of several): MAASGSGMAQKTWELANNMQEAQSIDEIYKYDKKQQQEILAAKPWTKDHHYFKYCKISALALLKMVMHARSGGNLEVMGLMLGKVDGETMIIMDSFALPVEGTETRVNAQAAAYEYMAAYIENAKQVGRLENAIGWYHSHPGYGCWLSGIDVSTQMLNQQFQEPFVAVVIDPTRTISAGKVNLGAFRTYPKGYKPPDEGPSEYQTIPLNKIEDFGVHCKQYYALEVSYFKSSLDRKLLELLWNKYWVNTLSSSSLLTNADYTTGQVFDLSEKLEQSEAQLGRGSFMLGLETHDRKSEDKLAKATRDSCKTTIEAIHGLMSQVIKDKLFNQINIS
#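 Material: human Csn5 produced in HEK293T cells; Input: enzyme 0.24 nM; Reagent: SCFSkp2-Nedd8OG substrate at 10 nM final; Dosing: 12.5 µM compound; Incubation: 90 min reaction at room temperature; Detection: fluorescence polarization of the substrate; Evaluation: % inhibition of substrate cleavage by Csn5; Control set: substrate-only high control, full reaction low control.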
# STEP block: blocks human striatal-enriched tyrosine phosphatase | recombinant STEP, OMFP fluorogenic substrate, fluorescence | inhibition, % at 20 µM | hit rate 0.25% among 360,000 | AID 588621;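 active = inhibition at 20 µM, scaled per plate between control wells, above about 37%, limit read from the data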;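 note: 0% = DMSO with enzyme and substrate and 100% = substrate only without enzyme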
#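 Also added – OMFP at 25 µM · Test system – STEP tyrosine phosphatase · Technique – FITC-channel fluorescence of OMFP product · Schedule – 20 min at room temperature, dark · Evaluation – control-normalized % inhibition with plate pattern correction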
# * marks the source's active call; other numbers are inactive results; i = inactive; nt = no result given.
# Second line of a record – Rin1-Abl PPI inh, Neddylation inh, DNMT1 inh, Rpn11 block, Scp1 inh, NadD inh, LMPTP block, SUMO1 PPI mod, CSN inh, STEP block
> O=C(CSc1nc(C2CCCCC2)n(-c2ccccc2)n1)NCC(F)(F)F
  -2, i, 11, i, -2, -1, 0.6, -1, 4, 0
> Cc1nc2ccccc2c(=O)n1NC(=O)c1ccc([N+](=O)[O-])cc1Cl
  0, i, 2, i, -5, 1, -0.7, 12, -14, -2
> COC(=O)c1c(NC(=O)C2C3C=CC(CC3)C2C(=O)O)sc(C)c1C (stereo not drawn)
  1, i, 2, i, 1, -1, -2.1, -6, -16, -1
> Nc1nc(N)nc(Cc2ccccc2O)n1
  1, i, 3, i, -4, -5, 2.5, 3, -1, 4
> CCCCn1c(=O)[nH]c(=O)c2c1nc(-c1cc(Cl)c(OC)c(OC)c1)n2C
  2, i, -3, i, 28, -3, -2.5, -8, 5, 0
> O=C(CN1CCOCC1)Nc1ccccc1Sc1ccc(Cl)cc1
  3, i, -3, i, -1, -6, 0.9, -3, 6, -3
> Cc1ccc(Cl)cc1N1CCN(C(=O)CCS(=O)(=O)c2cccc3nonc23)CC1
  1, i, -6, i, 0, -5, 0.1, -22, -9, 1
> O=C(NCc1nnc(SCC(=O)N2CCOCC2)o1)c1ccccc1F
  -4, i, -7, i, -7, 6, -0.1, -3, -2, 0
> CCCCc1ccc(S(=O)(=O)NCCCN2CCCC2=O)cc1
  1, i, 2, i, -3, 0, -0.7, 6, 3, -4
> CCOC(=O)c1sc(NC(=O)CSC(=S)N2CCN(C)CC2)nc1C
  -1, i, 6, i, -7, -6, -0.4, 1, -3, 2
> O=C(NCCN1CCOCC1)c1cc2ccccc2[nH]1
  -3, i, 4, i, -5, -4, -0.6, 0, -3, 2
> CCCCCCCCN1C(=O)[C@H](CC(=O)NCCC(C)C)C[C@@]2(C(=O)OC)CC(C)(C)CC=C12
  nt, i, nt, nt, nt, nt, 1.3, 3, -6, nt
> COc1ccc(NC(=O)CSC2=C(C#N)C(c3ccco3)C(C(=O)Nc3nc4ccccc4s3)=C(C)N2)cc1 (stereo not drawn)
  -2, i, -9, i, 3, 38*, 0.8, -5, 0, -4
> COc1ccc(NC(=O)Cn2c(-c3ccccc3)cc(C(C)=O)c2C)c(OC)c1
  -1, i, -1, i, -8, -7, 0.0, -1, 3, 1
> COc1cc2nc(CSc3ncn[nH]3)[nH]c(=O)c2cc1OC
  2, i, 0, i, 1, -3, -8.2, 5, 0, 3
> Cc1ccc(/C=C/c2ccc(=O)n(Cc3ccc(F)cc3)n2)cc1
  1, nt, -6, i, -10, -8, 4.4, 22, -1, -2
> CSc1ccc(OC2CCCCC2NS(=O)(=O)c2ccccc2)cc1 (stereo not drawn)
  -1, i, 0, i, -4, -12, 0.6, 1, 0, -3
> COc1ccc2nc(NC(=O)c3cccc(S(=O)(=O)N4CCOCC4)c3)sc2c1
  -3, i, 2, i, 0, -2, 0.0, 10, -4, -1
> O=C(/C=C/c1cccs1)NNC(=O)c1ccccc1
  -1, i, 4, i, -5, 3, 0.2, -19, 0, -2
> CN(C)S(=O)(=O)c1ccc2nc(NC(=O)c3cccs3)sc2c1
  -24, i, 0, i, -5, -6, 0.2, 4, -5, -3
> CCc1ccc(CN(C)C(=O)C2CCC(=O)N(Cc3ccccn3)C2)cc1 (stereo not drawn)
  -2, i, 1, i, -5, 0, -0.3, -3, 2, -2
> C/C(Cl)=C\Cn1c(O)c(N=O)c2ccccc21
  3, i, 8, i, 5, -4, 3.2, -18, -8, 0
> CCOC(=O)Nc1ccc2c(COC(=O)c3ccccc3O)cc(=O)oc2c1
  1, i, 17, i, -3, 10, -0.7, -7, 2, 1
> Fc1ccc(-c2nc3ccccn3c2NCc2ccc3c(c2)OCO3)cc1
  4, nt, -4, i, 11, 2, 4.9, -6, -13, -4
> O=C(NCc1ccco1)C(=O)NCC1OCCCN1S(=O)(=O)c1ccccc1 (stereo not drawn)
  -1, i, 0, i, -1, 2, -1.6, 1, -3, -4
> O=[N+]([O-])c1ccc(N2CCN(c3ccc(F)cc3)CC2)nc1
  5, i, 1, i, -4, -1, 0.1, -11, -3, 0
> COc1cccc(NC(=O)c2ccc(Cn3cc([N+](=O)[O-])cn3)o2)c1
  2, i, -6, i, -17, -5, -0.1, -7, 0, 2
> CCn1c(CNC(=O)Cc2ccc(OC)cc2)n[nH]c1=S
  4, i, -4, i, -7, -3, -6.3, -2, 4, -4
> CN1C(=O)C(=O)/C(=C(/O)c2ccc(Br)cc2)C1c1ccc(Cl)cc1 (stereo not drawn)
  0, i, 0, i, -3, -2, -0.9, -10, 3, 24
> Cc1c(C(=O)NCc2ccccn2)oc2c(Cl)cccc12
  2, i, 4, i, -2, -2, 1.0, 1, 0, -3

# The final 2 records of the section above open the next one.
# Second line of a record – Rin1-Abl PPI inh, Neddylation inh, DNMT1 inh, Rpn11 block, Scp1 inh, NadD inh, LMPTP block, SUMO1 PPI mod, CSN inh, STEP block
> CN1C(=O)C(=O)/C(=C(/O)c2ccc(Br)cc2)C1c1ccc(Cl)cc1 (stereo not drawn)
  0, i, 0, i, -3, -2, -0.9, -10, 3, 24
> Cc1c(C(=O)NCc2ccccn2)oc2c(Cl)cccc12
  2, i, 4, i, -2, -2, 1.0, 1, 0, -3
> O=C1/C(=C/c2ccco2)SC(=S)N1C1CCS(=O)(=O)C1 (stereo not drawn)
  -3, i, 25, i, -3, -1, 2.3, -10, 13, 3
> Cc1nnc(NC(=O)c2ccc(Br)o2)s1
  -2, i, 2, i, -7, -7, -1.3, -1, -5, -1
> O=[N+]([O-])c1ccccc1OCc1nc(-c2cccs2)no1
  1, i, -1, i, -10, -9, 1.6, -20, -4, -2
> O=C1CN(C(=O)COC(=O)c2c(F)cccc2Cl)c2ccccc2N1
  3, i, 0, i, 0, -6, -0.1, 3, 2, -3
> CCc1ccc(OCC(=O)c2c(O)c3ccccc3oc2=O)cc1
  4, i, 4, i, 2, -2, -0.3, 2, -3, 1
> CCN(CC)C(CNC(=O)CSc1nnnn1-c1c(C)cccc1C)c1ccco1 (stereo not drawn)
  3, i, -2, i, -1, -2, 0.5, 2, 4, 0
> Cc1ccc(NC(=O)CCC(=O)c2cccs2)cc1F
  0, i, -2, i, -5, -5, -0.6, 3, 0, -3
> CC(=O)N1CN(Cc2ccccn2)Cc2c1sc1c2CCCC1
  0, i, 0, i, -12, -2, 1.7, -3, 2, 0
> COc1ccc(-n2ncc3c(NCc4cccnc4)ncnc32)cc1
  0, i, -1, i, -7, 1, -0.1, 3, -3, -2
> COc1cccc(NC(=O)CSc2nc(=O)n(CCN(C)C)c3c2CCCC3)c1
  0, i, 0, i, 2, -5, -0.6, 4, 5, -1
> CN=C1c2c(-c3ccccc3)c3cc(OC)ccc3n2CCN1C
  -2, i, -1, i, 0, -6, 0.1, -11, 0, 6
> CS(=O)(=O)c1ccccc1-c1nnc(NC(=O)c2ccco2)o1
  3, i, 3, i, -4, 4, -0.7, 4, -2, 2
> COc1ccc(CNC(=O)CN(C(=O)c2csnn2)c2cnc3ccccc3c2)cc1
  3, i, 4, i, 0, 2, 2.2, 6, 0, 2
> CCOc1ccccc1C=NNC(=O)C(=O)NN=Cc1ccccc1OCC
  3, i, 31, i, -2, 10, 0.9, 4, 0, 1
> CNC(=S)N1CCN(C(=O)c2ccco2)CC1
  3, i, 5, i, -5, -3, -1.6, 1, 0, -1
> Cc1ccc(S(=O)(=O)N(CCC#N)C2CCCCC2)c2nsnc12
  -5, i, 0, i, -4, -4, -0.7, -21, 3, 1
> CCCCn1c(SCC(=O)Nc2ccc(OC)cc2)nc2ccc(N3CCOCC3)cc2c1=O
  -4, nt, -10, i, -7, 10, 0.4, 0, -3, 0
> O=C(CCC1CCCC1)NNC(=O)c1cccc(Cl)c1
  0, i, -1, i, -5, -8, -0.2, 2, 4, 1
> CC(=O)Nc1ccc(-c2csc(Nc3cc(C)ccn3)n2)cc1
  -1, i, -6, i, -3, -1, 2.2, -7, 3, -3
> CCOC(=O)C1(C)/C(=N/Nc2ccccc2)C(=O)C(=O)N1c1ccccc1 (stereo not drawn)
  -2, i, 0, i, -2, 13, 0.9, -24, 5, 3
> COc1ccccc1CN1[C@@H](CC(=O)O)c2ccccc2S1(=O)=O
  1, i, 3, i, -3, -3, 0.5, 2, 5, -3
> CCOCCCNC(=O)C1CC(=O)N(CCc2ccc(C)cc2)C1 (stereo not drawn)
  1, i, 1, i, -9, -6, -1.3, 2, 3, 0
> COc1cccc2c1OCC/C2=N\NC(=O)C(C)Oc1ccc([N+](=O)[O-])cc1 (stereo not drawn)
  1, i, 0, i, -9, 0, 1.4, -15, -4, -2
> Cc1cc(NC(=O)CSc2nnc(C3COc4ccccc4O3)n2N)no1 (stereo not drawn)
  0, i, -4, i, -11, -4, -1.5, -7, -2, -1
> Cc1ccc(S(=O)(=O)N2CCCCC2CCNC(=O)C(=O)NCc2ccccc2C)cc1 (stereo not drawn)
  3, i, -2, i, -13, -12, 3.2, 5, 0, -2
> Cc1cc(-c2ccccc2)nc(N/N=C/c2ccc(O)cc2)n1
  0, i, 3, i, -5, 1, 1.1, -8, 3, 3
> O=C(NNC(=S)NC(=O)c1cccnc1)c1ccccc1
  -1, i, -1, i, -10, 2, 0.8, 6, -1, -1
> Cn1cc(C(=O)N/N=C/c2ccc(Br)c([N+](=O)[O-])c2)c2ccccc21
  -1, i, 9, i, -4, 2, -0.1, 2, 106, -1
> C/C(=N\NC(=O)c1nnn(-c2nonc2N)c1-c1ccc(Cl)c(Cl)c1)c1ccncc1
  0, i, -4, i, -1, 5, 0.1, -9, -1, -2
> CCOC(=O)c1cn2ccc(C)cc2n1
  3, i, -6, i, -13, -1, 0.0, -2, -4, -2

# Laid out differently: entries from further up
canonical_smiles,Rin1-Abl PPI inh,Neddylation inh,DNMT1 inh,Rpn11 block,Scp1 inh,NadD inh,LMPTP block,SUMO1 PPI mod,CSN inh,STEP block
Nc1nc(N)nc(Cc2ccccc2O)n1,1,i,3,i,-4,-5,2.5,3,-1,4
CNC(=S)N1CCN(C(=O)c2ccco2)CC1,3,i,5,i,-5,-3,-1.6,1,0,-1

# Next section.
# Second line of a record – Rin1-Abl PPI inh, Neddylation inh, DNMT1 inh, Rpn11 block, Scp1 inh, NadD inh, LMPTP block, SUMO1 PPI mod, CSN inh, STEP block
> C=C(C)C1CCC(C)=C1COC(=O)Nc1ccccc1 (stereo not drawn)
  -2, i, -2, i, -9, -9, 0.7, -1, -2, 2
> Cc1ccc(COC(=O)c2cc([N+](=O)[O-])ccc2N2CCOCC2)cc1
  -2, i, 1, i, nt, -8, 1.6, -26, -2, 1
> CC(C)Nc1cc(C(F)(F)F)nc(-c2ccccn2)n1
  -3, i, 6, i, 0, 6, -0.7, -1, 3, -2
> Cc1nnc(Sc2cc(C(=O)NC3CC3)c3ccccc3n2)s1
  -3, i, -2, i, -3, -5, -1.9, -6, -1, 3
> COC(=O)c1ccc(-c2nc(CN3CCCN(C(=O)c4ccco4)CC3)c(C)o2)cc1
  3, i, -2, i, -5, -2, 0.7, -1, 0, -1
